ELG1 DNA repair: inhibitors of ELG1-dependent DNA repair in HEK293T cells | Potency, µM (series often up to 46.1 µM), inactives show top-dose activity change, negative = inhibition, usual class: inhibitors | actives 2.3% (n = 330,000) | HEK293T ELG1-luciferase reporter, luminescence, 16 h; DNA damage induced by 5-fluorouridine | AID 504467; further: potency means the concentration at half of the fitted maximal effect; on the % scale 0 is the no-effect control and ±100 the full control effect; nearly all actives have a fitted effect of over 55% in size
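Overnight (16 hr) co-exposure of 2,000 cells/well to 5-fluorouridine and compound at 37 °C preceded detection. Luciferase was quantified via ONE-Glo luminescence; loss of signal denotes inhibition.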
Gal4-VP16 FLuc: Gal4-VP16 reporter inhibition counter-screen; actives 3.5% (n = 310,000); Drosophila S2 Gal4-VP16 UAS-luciferase, luminescence, 20 h; Potency, µM (doses to about 53.6 µM), for inactives: at the top dose activity, negative = inhibition, usual class: inhibitors;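 further: Gal4-VP16 expression switched on by copper sulfate through the metallothionein promoter; potency means the concentration at half of the fitted maximal effect; on the % scale 0 is the no-effect control and ±100 the full control effect; nearly all actives have a fitted effect of over 50% in size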
NPC1 prom act: activators of NPC1 promoter | actives 2.4% (n = 320,000) | Huh7 NPC1 promoter luciferase reporter, 24 h | AID 485313 | Potency, µM (highest dose often 9.22 µM), without a hit: at the highest dose activation, hits mostly activators;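 further: potency means the concentration at half of the fitted maximal effect; % of control where 0% means no effect; nearly all actives have a fitted effect of over 60% in size; reporter is driven by a mutant NPC1 promoter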
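Luminescence read-out of NPC1 promoter-driven luciferase in stably transfected Huh7 cells; compounds delivered in DMSO and left 24 h at 37C, 5% CO2, qHTS titration format.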
FLuc counter: firefly luciferase modulation, counter-screen for miR-21 project; P08659; purified FLuc, Km substrates, luminescence inhibition; Potency, µM (series often up to 57.5 µM), for inactives: top-dose activity change, negative = inhibition, hits mostly inhibitors; actives 6.9% (n = 360,000); AID 588342;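 further: potency means the concentration at half of the fitted maximal effect; plate controls were vehicle for no effect and reference inhibitor for full effect; nearly all actives have a fitted effect of over 55% in size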
Target sequence (P08659 whole entry, looked up): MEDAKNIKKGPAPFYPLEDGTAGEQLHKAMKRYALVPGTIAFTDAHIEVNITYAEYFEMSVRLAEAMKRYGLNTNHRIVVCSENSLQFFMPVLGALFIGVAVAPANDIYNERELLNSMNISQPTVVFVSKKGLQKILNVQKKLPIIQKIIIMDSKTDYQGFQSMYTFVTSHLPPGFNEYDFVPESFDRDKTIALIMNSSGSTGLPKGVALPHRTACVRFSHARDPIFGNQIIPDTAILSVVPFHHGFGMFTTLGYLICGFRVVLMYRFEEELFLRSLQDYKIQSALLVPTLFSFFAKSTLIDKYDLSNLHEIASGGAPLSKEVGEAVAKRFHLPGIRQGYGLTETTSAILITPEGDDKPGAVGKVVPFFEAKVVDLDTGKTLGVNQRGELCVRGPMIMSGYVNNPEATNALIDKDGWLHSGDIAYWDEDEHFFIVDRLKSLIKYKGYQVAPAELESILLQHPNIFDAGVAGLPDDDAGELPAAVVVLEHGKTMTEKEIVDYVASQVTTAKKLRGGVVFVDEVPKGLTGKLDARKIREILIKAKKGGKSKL
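Biochemical qHTS of compounds, final roughly 60 µM downward over six points, against 10 nM purified firefly luciferase using Km concentrations of substrates (10 uM D-luciferin, 10 uM ATP) in Tris acetate pH 7.5 buffer; luminescence output.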
TRPV1 ag: human TRPV1 agonism; activation, % at 8.33 µM; TRPV1-expressing cells, Fluo-8 calcium influx, agonist mode; actives 0.19% (n = 320,000); in the data active means activation above about 80%; inconclusive means between about 30% and that limit; further: 0% is about no effect
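TRPV1-expressing cells were cultured overnight at 35.5C and loaded with Fluo-8 calcium dye for 40 to 90 min at room temperature. After a 10 s baseline, compound was added and calcium influx was read kinetically for 3 min (ex 480/em 520 nm).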
RORg inh: inhibitors of mouse ROR gamma transcriptional activity. actives 5.4% (n = 310,000). Drosophila S2 Gal4-RORgamma UAS-luciferase reporter, 20 h. Potency, µM (doses to about 53.6 µM), without a hit: at the top dose activity change, negative = inhibition, usual class: inhibitors; further: potency means the concentration at half of the fitted maximal effect; on the % scale 0 is the no-effect control and ±100 the full control effect; nearly all actives have a fitted effect of over 60% in size
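Drosophila S2 cells stably expressing Gal4-DBD/mouse RORγ fusion under metallothionein promoter plus UAS-luciferase; compound 1 h, then 700 uM CuSO4 induction for 20 h at ambient temperature; inhibition read as reduced luminescence.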
ELG1 genotoxic: genotoxicity induction in ELG1-luciferase HEK293T cells | actives 1.3% (n = 330,000) | HEK293T ELG1-luciferase reporter, luminescence, 16 h | Potency, µM (highest dose often 46 µM), without a hit: at the top dose activity change, positive = activation, usual class: activators; further: potency means the concentration at half of the fitted maximal effect; % of control where 0% means no effect; nearly all actives have a fitted effect of over 60% in size
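After overnight (16 hr) compound treatment at 37 °C, ELG1-luciferase HEK293T cells were lysed with ONE-Glo; luminescence quantified 30 min later at room temperature.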
BRCA1 expr up: activators of BRCA1 expression; AID 624202; actives 1.1% (n = 380,000); Potency, µM (titrated, usually from 46.1 µM), for inactives: at the top dose activation, hits mostly activators; MCF7-BRCA1-FFLuc reporter, luminescence, 48 h; response scale: scaled: vehicle 0%, 10 µM genistein 100%; further: potency means the concentration at half of the fitted maximal effect; nearly all actives have a fitted effect of over 80% in size; some results filed as inactive show a strong effect at the top dose
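Luminescence from a BRCA1-driven firefly luciferase in MCF7 cells was read after 48 h compound exposure at 37 C. Data normalized against DMSO and a 10microM genistein activation control, then curve-fitted across the titration.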
p53 reactivator: mutant p53 re-activation in reporter cells; AID 504706; H1299 p53-A138V BP100-luciferase reporter, luminescence, 24 h; Potency, µM (titrated, usually from 92.2 µM), inactives show top-dose activity change, positive = activation, usual class: activators; actives 0.063% (n = 320,000); further: potency means the concentration at half of the fitted maximal effect; % of control where 0% means no effect; nearly all actives have a fitted effect of over 45% in size
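H1299 (p53-null), stable ts p53-A138V + BP100-Luc; 1000 cells/well, Opti-MEM/10% FBS; cpd 4 pt, 1:5; 24 h, 37 deg C, 5% CO2; detection reagent 10 min RT; luminescence.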
Tb PFK block: blocks T. brucei phosphofructokinase; O15648; T. brucei PFK, ADP-Glo luminescence; Potency, µM (doses to about 57.5 µM), for the others: top-dose activity, negative = inhibition, hits mostly inhibitors; actives 0.17% (n = 330,000); AID 485367;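 further: potency means the concentration at half of the fitted maximal effect; 0% = uninhibited 1x PFK enzyme wells and -100% = no-enzyme wells; nearly all actives have a fitted effect of over 60% in size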
Target sequence (O15648 whole entry, looked up): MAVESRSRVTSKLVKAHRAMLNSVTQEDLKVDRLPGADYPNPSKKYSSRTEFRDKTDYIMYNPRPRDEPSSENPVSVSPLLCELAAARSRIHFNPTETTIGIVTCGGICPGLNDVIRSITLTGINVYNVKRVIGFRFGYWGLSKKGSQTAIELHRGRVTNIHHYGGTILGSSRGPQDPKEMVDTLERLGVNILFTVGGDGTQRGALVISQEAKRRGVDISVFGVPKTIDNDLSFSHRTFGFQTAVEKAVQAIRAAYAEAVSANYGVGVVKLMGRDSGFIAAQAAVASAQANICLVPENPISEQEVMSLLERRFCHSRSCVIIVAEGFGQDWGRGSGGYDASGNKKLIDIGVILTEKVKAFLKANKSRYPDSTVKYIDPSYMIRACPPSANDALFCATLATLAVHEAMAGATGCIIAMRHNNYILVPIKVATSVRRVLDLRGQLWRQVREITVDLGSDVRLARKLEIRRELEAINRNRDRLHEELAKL
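PFK 1.25 nM, F6P 0.5 mM, ATP 0.1 mM, 0.1 M TEA pH 8.0, 5 mM MgCl2, 0.01% Tween20, 0.1% BSA; 45 min RT. ADP-Glo readout. qHTS titration up to 57 uM; curves fitted, compounds curve-classed.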
Rab9 prom act: activates the Rab9 promoter | Huh7 Rab9 promoter-luciferase reporter, luminescence, 24 h | Potency, µM (titrated, usually from 9.22 µM), without a hit: top-dose activation, negative = inhibition, hits mostly activators | actives 2.8% (n = 320,000); further: potency means the concentration at half of the fitted maximal effect; % of control where 0% means no effect; nearly all actives have a fitted effect of over 60% in size
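Luminescence read-out: Huh7 cells stably expressing Rab9-luciferase, treated 24 h with compound at 37 °C, then lysed with luciferase reagent for 10 min at ambient before reading.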
The depositor's hits bear a star; ? = inconclusive; · = not tested or not shown; & = joins results of further samples; [ ] = remark or other dose. Unless noted, the call rests on the fitted dose curve; in most records, active means well fitted curve in the direction sought with a large enough effect; inconclusive means small, poorly fitted or top-dose-only effect, or another doubt; inactive means no such curve, though single readings can be large; an effect the other way counts as inactive or inconclusive.

| No. | SMILES | ELG1 DNA repair | Gal4-VP16 FLuc | NPC1 prom act | FLuc counter | TRPV1 ag | RORg inh | ELG1 genotoxic | BRCA1 expr up | p53 reactivator | Tb PFK block | Rab9 prom act |
| --- | --- | --- | --- | --- | --- | --- | --- | --- | --- | --- | --- | --- |
| 1 | COc1ccc2c(c1)C(c1ccc(C)o1)=NNC(c1cccnc1)=N2 | -12% | 2% | 1% | -9% | -5 | 7% | -4% | -40% | 2% | -4% | 0% |
| 2 | COc1ccc(C)cc1S(=O)(=O)N1CCC(C)CC1 | 1% | -3% | 0% | -1% | 8 | -4% | -1% | 2% | -6% | 5% | -5% |
| 3 | CSc1nc(-c2ccc(C)cc2)[nH]c1S(=O)(=O)c1ccccc1 | ? | -17% | -6% | -5% | 3 | 44% | -10% | -50% | -8% | -1% | 6% |
| 4 | COc1ccc2c(c1)-c1ccccc1S(=O)(=O)N2C | -1% | -1% | -1% | -1% | -2 | 3% | -2% | -10% | 7% | 0% | -3% |
| 5 | NC(=O)c1cc2cc([N+](=O)[O-])ccc2oc1=O | -7% | -2% | -3% | -2% | -3 | -1% | 0% | -10% | 0% | -2% | 1% |
| 6 | CCOc1ccc(NC(C)C(=O)N/N=C/c2cccs2)cc1 (configuration not stated) | -6% | 14% | -4% | -9% | 7 | 7% | 2% | 13% | 7% | -3% | -2% |
| 7 | O=C(NCc1ccccn1)[C@H]1C[C@@H]1[C@H](NP(=O)(c1ccccc1)c1ccccc1)c1ccccc1 | 0% | -3%&-1% | -2% | 0% | 3 | -25%&-1% | -2% | -10% | 8% | 0% | 0% |
| 8 | CC(C)n1nc(C(=O)NNC(=O)c2ccncc2)c2ccccc2c1=O | -17% | · | 9% | -1% | 1 | · | 1% | -5% | -5% | -5% | -1% |
| 9 | CCN(CC(=O)Nc1ccc(N2CCOCC2)cc1)C(=O)c1ccc(C(F)(F)F)cc1 | 1% | -11% | -5% | 0% | 2 | 9% | -3% | -6% | 7% | 4% | -7% |
| 10 | CCC(=O)Nc1ccc(-n2nnnc2SCC(=O)NNC(=O)c2ccco2)cc1 | 2% | -5% | -1% | -2% | -2 | 6% | 1% | 1% | 4% | -1% | -6% |
| 11 | Cc1cccc(C(=O)NC(CC(=O)O)c2ccc(OC3CCCC3)cc2)c1[N+](=O)[O-] (configuration not stated) | 18% | ? | 1% | ? | 1 | ? | 2% | 43% | -6% | 5% | -4% |
| 12 | CCC(C)n1c(SCC(=O)NC2CCCC2)nc2ccccc2c1=O (configuration not stated) | -2% | · | -4% | 4% | ? | · | -7% | -27% | -5% | 2% | -2% |
| 13 | Cc1cc(N2CCN(c3ccccc3F)CC2)nc2cc(O)ccc12 | ? | 12% | 3% | 15µM* | -5 | 24% | 7% | -9% | 12% | 0% | 10% |
| 14 | Cc1ccsc1/C=C1\SC(N2CC(C)OC(C)C2)=NC1=O (configuration not stated) | ? | -11% | -3% | ? | 3 | 21%[10 µM] | 0% | -4% | 3% | 2% | -6% |
| 15 | C/C(=N/NC(=O)CNC(=O)Cc1ccccc1)c1ccco1 | 6% | 1% | 0% | 0% | 8 | -4% | -2% | -3% | 15% | 1% | -2% |
| 16 | COc1ccc(F)cc1C(=O)C1CCCN(C(=O)CCc2ccccn2)C1 (configuration not stated) | -11% | -1% | -2% | -2% | 5 | 12% | -3% | 0% | -6% | -14% | -1% |
| 17 | Cc1ccc(CNC(=O)c2ccc(Cn3nc(C)cc3C)o2)cc1 | -2% | 10% | -2% | 1% | 17 | -12% | -3% | -25% | -3% | 3% | -1% |
| 18 | CC(=O)Nc1cccc(NC(=O)CCCC2CCCCC2)c1 | -7% | -5% | -2% | 1% | 1 | 13% | -13% | 21% | -7% | -7% | 1% |
| 19 | Cc1cccc(Cn2c(=O)c3c(nc4n3CCN4Cc3ccco3)n(C)c2=O)c1 | 21µM* | 8% | -1% | -5% | ? | 34% | -10% | -20% | -13% | -2% | 0% |
| 20 | C=CCSC(=S)NC1CCS(=O)(=O)C1 (configuration not stated) | ? | -25% | -12% | -3% | 3 | ? | 1% | -8% | 11% | -5% | -8% |
| 21 | CC(C)(C)NC(=O)c1cccc(NC(=O)c2ccco2)c1 | 8% | -2% | -3% | ? | 0 | ? | -1% | 20% | 3% | -2% | 3% |
| 22 | O=C(NCC1CCCO1)C1CCC(=O)N1CCc1ccccc1 (configuration not stated) | 14% | -4% | -4% | 1% | -4 | -10% | 0% | -9% | -6% | 0% | 0% |
| 23 | Cc1cccc(NC(=S)NCC2CCCO2)c1 (configuration not stated) | 12% | ? | -1% | 3% | -3 | ? | 4% | 2% | 12% | -2% | 2% |
| 24 | COc1ccc(NC(=O)/C(C#N)=C/c2c(C)nn(-c3ccc(F)cc3)c2Cl)cc1OC | -15% | ? | 1% | -2% | 0 | ? | -10% | -33% | -2% | 3% | -8% |

An excerpt from above in order of SMILES length, lowest first:
| No. | SMILES | ELG1 DNA repair | Gal4-VP16 FLuc | NPC1 prom act | FLuc counter | TRPV1 ag | RORg inh | ELG1 genotoxic | BRCA1 expr up | p53 reactivator | Tb PFK block | Rab9 prom act |
| --- | --- | --- | --- | --- | --- | --- | --- | --- | --- | --- | --- | --- |
| 20 | C=CCSC(=S)NC1CCS(=O)(=O)C1 (configuration not stated) | ? | -25% | -12% | -3% | 3 | ? | 1% | -8% | 11% | -5% | -8% |
| 13 | Cc1cc(N2CCN(c3ccccc3F)CC2)nc2cc(O)ccc12 | ? | 12% | 3% | 15µM* | -5 | 24% | 7% | -9% | 12% | 0% | 10% |
| 24 | COc1ccc(NC(=O)/C(C#N)=C/c2c(C)nn(-c3ccc(F)cc3)c2Cl)cc1OC | -15% | ? | 1% | -2% | 0 | ? | -10% | -33% | -2% | 3% | -8% |

Later entries:
25) Cc1ccccc1-n1c(SCC(=O)Nc2cccc3ccccc23)nc(O)cc1=O
26) COc1ccc(/C=C2\C(=N)N3N=C(CC(=O)N4CCCCC4)SC3=NC2=O)cc1
27) COC(=O)C1CCN(C(=O)c2ccc(OC)c(S(=O)(=O)N3CCCc4ccccc43)c2)CC1
28) COc1ccc2cc(/C=C3\SC(=S)NC3=O)c(N3CCOCC3)nc2c1
29) COc1ccc2nc(-c3ccccc3)cc(C(=O)OCC(=O)N3CCCCC3)c2c1
30) O=C(C1CCC(=O)N1Cc1ccccc1Cl)N1CCN(c2cccc(Cl)c2)CC1 (configuration not stated)

Assay by compound | 25 | 26 | 27 | 28 | 29 | 30
ELG1 DNA repair | 0% | 3% | -14% | ? | ? | -8%
Gal4-VP16 FLuc | 2% | -9% | · | ? | · | 1%
NPC1 prom act | -4% | -6% | · | -7% | -3% | -1%
FLuc counter | 1% | ? | · | -13% | 21µM* | 2%
TRPV1 ag | -2 | 0 | · | -2 | ? | 2
RORg inh | -17% | -7% | · | ? | · | -1%
ELG1 genotoxic | 4% | 1% | -2% | -5% | -8% | -7%
BRCA1 expr up | -3% | -12% | -27% | -80% | -30% | -29%
p53 reactivator | -4% | -10% | 5% | -1% | 0% | 12%
Tb PFK block | 0% | -6% | 2% | 3% | ? | -6%
Rab9 prom act | 2% | 1% | · | -6% | -1% | 5%

31) O=C(Oc1cccccc1=O)c1ccccc1
32) CC(=O)c1ccc(Oc2ncnc3sccc23)c(CN2CCOCC2)c1
33) O=C(Nc1ccc(S(=O)(=O)Nc2cnc3ccccc3n2)cc1)c1cccc(OC(F)F)c1
34) Cc1ccc(N(CC(=O)NCc2ccco2)S(=O)(=O)c2ccccc2)cc1
35) CC1Sc2ccc(S(=O)(=O)CCC(=O)NCc3ccccc3Cl)cc2NC1=O (configuration not stated)
36) CC(C)(O)C(=O)N/N=C\c1ccc(OC/C=C/c2ccccc2)cc1

Assay by compound | 31 | 32 | 33 | 34 | 35 | 36
ELG1 DNA repair | 6% | -1% | -2% | -16% | -9% | ?
Gal4-VP16 FLuc | ? | -19% | 2% | 3% | -4% | -13%
NPC1 prom act | 1% | 1% | 1% | 16% | 1% | 0%
FLuc counter | -7% | 3% | ? | -6% | 6% | 0%
TRPV1 ag | 3 | -3 | 1 | 2 | 10 | 2
RORg inh | 10µM* | -13% | ? | 11% | 10% | 31%
ELG1 genotoxic | 1% | -1% | -13% | -1% | -3% | 4%
BRCA1 expr up | -38% | 2% | -15% | 2% | -15% | ?
p53 reactivator | 3% | 5% | -4% | -1% | -6% | ?
Tb PFK block | -5% | 3% | 16% | -1% | -3% | -1%
Rab9 prom act | 0% | -3% | -4% | 21% | -7% | 6%

Compound activity deposited in PubChem by National Center for Advancing Translational Sciences (NCATS).
